CD40 NFkB inh: CD40 pathway inhibition in BL2 cells; BL2 NF-kB luciferase reporter, CD40L-induced, 4 h; inhibition, % at 10 µM; 83,000 tested, 0.94% active;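 active means mean inhibition of at least 50% with a set share of replicates also reaching that level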;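 further: 0% = neutral control wells and 100% = IKK inhibitor VII at 50 µM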
* = called active by the depositor; [ ] = dose if it differs, or a comment. The list is partial (hit frequency here may not be typical).

CD40 NFkB inh,smiles
2,O=C(CSc1nc2ccccc2c(=O)n1-c1ccccc1Cl)NC1CCS(=O)(=O)C1 (stereo unspecified)
4,N#CCC(=O)Nc1ccc(C(=O)OCC(=O)NNC(=O)c2ccc(Cl)cc2)cc1
-4,Cc1noc(C)c1COc1ccc(C(=O)N2CCN(S(=O)(=O)c3ccc(Cl)cc3)CC2)cc1
0,Cc1cc(NC(=O)Nc2ccc(F)cc2F)n(C)n1
0,Cc1ccc(S(=O)(=O)NCC(c2ccc3c(c2)OCO3)N2CCOCC2)cc1 (stereo unspecified)
7,C=CCNC(=O)c1cccc(NS(=O)(=O)c2ccc(Cl)cc2)c1
-2,COCCCNc1nc2c([nH]1)c(=O)[nH]c(=O)n2C
3,O=[N+]([O-])c1cc2ccccc2c(O)c1O
8,CCN(CC)CCNCc1cc(Cl)c(OCC(=O)Nc2ccccc2)c(OC)c1
-21[25 µM],COc1ccc(-c2ccc([C@H]3[C@H](CO)N4CCCCN(CC5CCOCC5)C[C@@H]34)cc2)cc1
-3[25 µM],C[C@@H]1CN([C@@H](C)CO)C(=O)c2ccccc2-c2ccccc2CO[C@H]1CN(C)C(=O)Nc1cccc(C(F)(F)F)c1
0[25 µM],COc1ccc(-c2ccc([C@@H]3[C@@H](C#N)N(C(=O)C4CCCCC4)[C@H]3CO)cc2)cc1
2,C[C@H](NC(=O)C1CC(=O)N(c2ccc3c(c2)OCCO3)C1)C(=O)NC1CCCC1 (stereo partly specified)
6,Cc1cccc(C)c1NC(=O)C(c1ccccc1)N1CCC2(CC1)OCCO2 (stereo unspecified)
7,O=C(O)c1oc2ccccc2c1CSc1ccc(Cl)cc1
-2,CC1(C)NC(=O)N(CC(O)CN(c2ccccc2)S(=O)(=O)c2ccccc2)C1=O (stereo unspecified)
5,CC1CCCCC12NC(=O)N(CC(=O)OCC(=O)NC(=O)c1ccccc1)C2=O (stereo unspecified)
2,Cn1c(=O)c2c(ncn2CC(=O)N2CCN(C(=O)c3ccco3)CC2)n(C)c1=O
-5,CCc1sc(C(=O)N(CCCOC)c2c(N)n(CC(C)C)c(=O)[nH]c2=O)cc1C
4,Cc1nnc(Cc2ccco2)c2n[nH]c(C)c12
-19[25 µM],CC(C)(C)S(=O)N1Cc2cc(C(=O)NCc3ccc4c(c3)OCO4)nc(-c3cccc(-c4cc5ccccc5o4)c3)c2[C@H]1CCO (stereo partly specified)
1,COc1ccc(OC)c2c1sc(=NC(=O)C1CC1)n2C
-15[25 µM],O=C(O)c1c(Sc2ccccc2)c2cc(Cl)ccc2n1Cc1ccc(Cl)cc1
-60,O=C(c1ccccc1)n1ccc(-c2cnc(-c3ccccc3)s2)n1
-1,O=C(Nc1cccc(Oc2ccccc2)c1)C1Cc2c(-c3cccc(F)c3)ccnc2O1 (stereo unspecified)
-25,CSCCNC(=O)c1ccc(C(C)(C)C)cc1
-162,O=[N+]([O-])c1ccccc1/C=C/C=N/N1CCCCC1
0,CCCC(OC(=O)CN1C(=O)COc2ccccc21)C(=O)NC1CCCC1 (stereo unspecified)
7,COc1cc(S(=O)(=O)N(C)C)ccc1F
0[25 µM],CC(C)[C@H]1CC=CC[C@@H](C)Oc2ccccc2C(=O)N(C)[C@H](C(C)C)C(=O)N1 (mixture of isomers)
1[25 µM],N#C[C@H]1[C@@H](c2ccccc2-c2ccccc2)[C@@H](CO)N1C(=O)Cc1cccnc1
-14,COc1ccc2c(c1)c1ncn(CCN3CCCCC3)c(=O)c1n2C
12,CN(C)C(CNC(=O)CCNC(=O)c1ccc(Cl)cc1)c1ccco1 (stereo unspecified)
2,CC1CCCC(NC(=O)CSc2nncs2)C1C (stereo unspecified)
2[25 µM],N#C[C@@H]1[C@H](c2ccccc2C2=CCCC2)[C@@H](CO)N1C(=O)c1cccc(F)c1
-53,C[C@@H]1CN([C@@H](C)CO)C(=O)c2cccc(NC(=O)CCCCCC(=O)Nc3ccccc3N)c2O[C@H]1CN(C)Cc1ccc(-c2ccccc2)cc1
7,O=C1CN(C(=O)COC(=O)COc2ccccc2)c2ccccc2N1
-1,CC(C)Oc1ccc(S(=O)(=O)N2CCOCC2)cc1NC(=O)CC1OC(=O)c2ccccc21 (stereo unspecified)
2[25 µM],O=C(C[C@H]1CC[C@H]2NC[C@@H](O)COC[C@@H]2O1)NC1Cc2ccccc2C1
-5[25 µM],N#C[C@H]1[C@@H](c2ccccc2C2=CCCC2)[C@H](CO)N1C(=O)C1CCCC1
11,Cc1cc(NC(=O)CN2C(=O)NC(CC(C)C)C2=O)no1 (stereo unspecified)
12,Nc1nc(-c2cccnc2)nn1C(=O)COc1ccccc1
-21,CC(C)(C)n1nc2c(c1NC(=O)c1cccs1)CS(=O)C2 (stereo unspecified)
0,N/C(=N\OC(=O)/C=C/c1ccccc1Cl)c1ccncc1
-39,CCCN1CCN(CCCNC(=O)c2ccc3nc(N4CCCCC4)sc3c2)CC1
-2,CN(CC(=O)Nc1ccc(F)c(F)c1F)C(=O)/C=C/c1ccco1
-75,Cc1nc2ccc(NC(=O)c3cc(Cl)ccn3)cc2s1
3,O=C(NCCN=C1NS(=O)(=O)c2ccccc21)c1ccncc1
-4,CCOC(=O)NC(=O)CSc1nc2ccc([N+](=O)[O-])cc2[nH]1
1,COCCN(C(=O)CSc1ccc2c(c1)OCCO2)c1c(N)n(CC(C)C)c(=O)[nH]c1=O
-8,Cc1noc(C)c1C(=O)N1CCN(c2ccc(OCc3ccccc3)cc2)CC1
8,CC#CC[N+](C)(C)CC(=O)c1ccccc1
10,COc1ccc(N2CCC(CNC(=O)Nc3cccc(OC)c3)C2)cc1 (stereo unspecified)
13,COc1cc(CN(C)C(=O)C2CCN(S(=O)(=O)c3cccs3)CC2)ccc1OC(F)F
-4,C[C@@H]1CN(C)C(=O)c2cc(N)ccc2O[C@@H]1CN(C)S(C)(=O)=O
-10,O=C1CCCN1CC(=O)N1CCCC(Nc2cccc(F)c2)C1 (stereo unspecified)
-5,N#Cc1c(NC(=O)C2CC(c3ccccc3Cl)=NO2)sc2c1CCC2 (stereo unspecified)
-34[25 µM],COc1cccc(-c2ccc3c(c2)[C@H]2[C@H](CCN2C(=O)c2ccc(F)cc2)[C@H](CO)N3)c1
2,Cc1onc(-c2ccccc2)c1C(=O)N(C)CCc1ccccn1
15,CCOc1cc(C(=O)NC)cc(Br)c1OC

17 of the compounds above, as tab-separated lines:
SMILES	CD40 NFkB inh
CC(C)Oc1ccc(S(=O)(=O)N2CCOCC2)cc1NC(=O)CC1OC(=O)c2ccccc21 (stereo unspecified)	-1
O=C(C[C@H]1CC[C@H]2NC[C@@H](O)COC[C@@H]2O1)NC1Cc2ccccc2C1	2[25 µM]
N#C[C@H]1[C@@H](c2ccccc2C2=CCCC2)[C@H](CO)N1C(=O)C1CCCC1	-5[25 µM]
Cc1cc(NC(=O)CN2C(=O)NC(CC(C)C)C2=O)no1 (stereo unspecified)	11
Nc1nc(-c2cccnc2)nn1C(=O)COc1ccccc1	12
CC(C)(C)n1nc2c(c1NC(=O)c1cccs1)CS(=O)C2 (stereo unspecified)	-21
N/C(=N\OC(=O)/C=C/c1ccccc1Cl)c1ccncc1	0
CCCN1CCN(CCCNC(=O)c2ccc3nc(N4CCCCC4)sc3c2)CC1	-39
CN(CC(=O)Nc1ccc(F)c(F)c1F)C(=O)/C=C/c1ccco1	-2
Cc1nc2ccc(NC(=O)c3cc(Cl)ccn3)cc2s1	-75
O=C(NCCN=C1NS(=O)(=O)c2ccccc21)c1ccncc1	3
CCOC(=O)NC(=O)CSc1nc2ccc([N+](=O)[O-])cc2[nH]1	-4
COCCN(C(=O)CSc1ccc2c(c1)OCCO2)c1c(N)n(CC(C)C)c(=O)[nH]c1=O	1
Cc1noc(C)c1C(=O)N1CCN(c2ccc(OCc3ccccc3)cc2)CC1	-8
CC#CC[N+](C)(C)CC(=O)c1ccccc1	8
COc1ccc(N2CCC(CNC(=O)Nc3cccc(OC)c3)C2)cc1 (stereo unspecified)	10
COc1cc(CN(C)C(=O)C2CCN(S(=O)(=O)c3cccs3)CC2)ccc1OC(F)F	13

The results go on:
CD40 NFkB inh,smiles
5,CCN(CC(=O)NCc1cccs1)C(=O)c1cccc(S(=O)(=O)Nc2ccc(F)cc2)c1
11,CCN1CCN(c2ccc(S(=O)(=O)N3CCCC3)cn2)CC1
5,CCOC(=O)C1(Cc2cccc(F)c2)CCN(C(=O)c2cnc(C)cn2)CC1
3,COc1cc(OC)cc(C(=O)NNC(=O)CN2C(=O)NC3(CCCC3)C2=O)c1
3,O=C(CCN1C(=O)COc2ccccc21)NCc1cccs1
52*,C#C[C@]1(O)CC[C@H]2[C@@H]3CCc4cc(OC5CCCC5)ccc4[C@H]3CC[C@@]21C
7[25 µM],C[C@H](CO)N1C[C@H](C)[C@@H](CN(C)S(=O)(=O)c2cn(C)cn2)OCc2cnnn2CCCC1=O
-10[25 µM],CN(C)CC(=O)N1CC2(C1)[C@@H](c1ccccc1)[C@@H](CO)N2Cc1cc(F)ccc1F
-30,CCOC(=O)C1CCCN(C(=O)c2ccc(NC(=O)CC3SC(N4CCCC4)=NC3=O)cc2)C1 (stereo unspecified)
70*,C[n+]1c2n(c3ccccc31)N=C(c1ccc(-c3ccccc3)cc1)CS2
-6,CN(C)S(=O)(=O)c1ccc(N2CCCC2)c(C(=O)N2CCN(S(=O)(=O)c3cccc(F)c3)CC2)c1
8,COCCNS(=O)(=O)c1ccc(OCC(=O)OC)c(Cl)c1
7,COc1ccccc1NS(=O)(=O)c1ccc(C(=O)NCC2(N(C)C)CCCCC2)cc1
0,CCOc1ccc2nc(N/C(N)=N/S(C)(=O)=O)nc(C)c2c1
-131,Cc1ccc2nc(NC(=O)CSc3nc4ccccc4o3)sc2c1
3,Cc1ccc(S(=O)(=O)N/N=C/c2cccc3nccnc23)cc1
3[25 µM],Cn1cnc(S(=O)(=O)N2CCCCN3[C@@H](CO)[C@@H](c4ccc(C#CC5CCCC5)cc4)[C@@H]3C2)c1
4,CSc1sc(C(=O)N(C)C)cc1S(=O)(=O)C(C)C
-3,CC(C)(C)C(=O)NCc1ccc(C(=O)CSc2nnc(-c3ccncc3)n2C2CC2)s1
8,CN(C)CCCNC(=O)c1cc(Br)ccc1O
3[25 µM],Cc1noc(C)c1NC(=O)Nc1ccc2c(c1)C(=O)N(C)[C@H]1CC[C@@H](CC(=O)N[C@H]3CCN(Cc4ccccc4)C3)O[C@H]1CO2
28[25 µM],Cc1ccc(S(=O)(=O)Nc2ccc3c(c2)C(=O)N([C@H](C)CO)C[C@H](C)[C@H](CN(C)S(=O)(=O)c2cccs2)OCCCC[C@H](C)O3)cc1
-28,CC(=O)Nc1cccc(NC(=S)Nc2cccc(Cl)c2C)c1
-5[25 µM],CC=Cc1ccc2n(c1=O)C[C@@H]1[C@@H](CO)[C@H](C(=O)NCc3ccccc3Cl)N(S(C)(=O)=O)[C@H]21 (mixture of isomers)
0,c1ccc(-n2nnnc2Oc2ccc(-n3ccnc3)cc2)cc1
7,C[C@H]1CN([C@@H](C)CO)C(=O)c2cccc(NC(=O)c3ccncc3)c2O[C@H]1CN(C)C(=O)Nc1ccc2c(c1)OCO2
9,FC(F)(F)c1cnc(C(c2ccccc2)c2ncn[nH]2)c(Cl)c1 (stereo unspecified)
2,CN(C)CC/C=C1/c2ccccc2CS(=O)(=O)c2ccccc21
-1,O=C(Nc1nc2ccc(S(=O)(=O)N3CCCC3)cc2s1)c1ccco1
1,O=C(Nc1ccc2c(c1)OCCO2)c1cc(-n2cnnc2)ccc1Cl
4,O=C(NCc1ccco1)c1cc(NS(=O)(=O)c2cccc([N+](=O)[O-])c2)ccc1O
-2,O=C1CC(c2ccc(Cl)cc2)n2nc(N3C(=O)CCC3=O)nc2N1 (stereo unspecified)
8,Cc1ccc(CNC(=O)[C@H](Cc2ccccc2)NC(=O)C2CCNCC2)cc1
0,CSCC[C@H](NC(=O)NCc1cccs1)C(=O)O
0,Cc1ccc2c(Cl)cc(Cl)c(OCC(=O)NC(C)(C)C)c2n1
4,O=C(c1ccc2c3c(cccc13)CC2)N1CCOCC1
-2,CN1CCC(OC2c3ccccc3CCc3ccccc32)CC1
4,CN1CCN(S(=O)(=O)c2ccc(NS(=O)(=O)c3ccccc3)cc2)CC1
2,CC(=C1C2C=CC1C1C(=O)NC(=O)C21)c1ccccc1 (stereo unspecified)
-1,CCCCn1c(N)c(N(CC(C)C)C(=O)CSC(C)C(=O)Nc2cc(C)on2)c(=O)[nH]c1=O (stereo unspecified)
-36,COc1ccc(CN(C)C[C@H]2Oc3c(NC(=O)CCCCCC(=O)Nc4ccccc4N)cccc3C(=O)N([C@H](C)CO)C[C@@H]2C)cc1
-69,O=C(Nc1ccc(N2CCOCC2)cc1)c1ccc2c(c1)OCO2
1,COc1ccccc1C(=O)NCC(=O)OCC(=O)N1CC(C)OC(C)C1 (stereo unspecified)
15,O=C(NCCC1=CCCCC1)C1CC(=O)N(C2CCCCCC2)C1 (stereo unspecified)
9,CC1CCN(CCC(=O)Nc2ccc3c(c2)OCCO3)CC1
94*,CCCCCCCCCC[n+]1cccc2c3ccccc3ccc21
5,O=C(c1noc2c1CCCCC2)N1CCOCC1
7,CN1CCN(C(=O)Nc2ccc3c(c2)N(C)C(=O)c2ccccc2S3)CC1
12,CCOc1ccc(NS(=O)(=O)c2ccc(C(=O)N(C)CC(=O)Nc3cccc(OC)c3)cc2)cc1
-1[25 µM],O=C(C[C@@H]1C=C[C@@H](NC(=O)CCN2CCCCC2)[C@@H](CO)O1)Nc1nccs1
-2[25 µM],Cc1noc(C)c1S(=O)(=O)N(C)C[C@H]1OCCCC[C@@H](C)Oc2ccc(NS(=O)(=O)c3cn(C)cn3)cc2C(=O)N([C@@H](C)CO)C[C@H]1C
-18[25 µM],O=C(CN1CCOCC1)N1CC[C@@H]2[C@H]1c1cc(Br)ccc1N[C@@H]2CO

Compound activity (PubChem)
